# Peg3 imprint: qHTS Assay for Compounds that Induce Erasure of Genomic Imprints | mouse ES Peg3-LacZ reporter, beta-gal luminescence, 40 h | Potency, µM (titrated, usually from 60.7 µM), without a hit: at the highest dose activity change, positive = activation, actives largely listed as activators | hit rate 0.02% among 110,000 | AID 1948, 2009;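 also: 0% = negative control wells on the plate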
#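 Each well holds 300 Peg3LacZ-Neo (maternal) female ES cells incubated 40 h at 37C, 5% CO2. LacZ is measured by BetaGlo luminescence, with AC50 and maximum efficacy derived from dose-response curves.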
# IkB signaling: IkB Signaling | ABC-DLBCL IkBa-CBG/CBR dual luciferase ratio, 4 h; response scale: scaled: untreated 0%, proteasome inhibitor 100% | Potency, µM (titrated, usually from 57.1 µM), for the others: top-dose IkBa stabilization activation | hit rate 0.04% among 110,000; active = well fitted curve in the direction sought with a large enough effect in the signal ratio, not every such curve was filed as active; inconclusive = small, poorly fitted or top-dose-only effect, or a change in a side signal; the % refers to the signal ratio;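 also: the direction sought is a rising ratio; 0% = basal untreated cells and 100% = reference inhibitor full response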
#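 In this assay, an IκBα–CBG68 fusion accumulates when IKK-driven degradation is blocked; native CBR normalizes for cell number. OCI-Ly3 cells were treated 4 h with compound and doxycycline, then green and red light read after Chroma-Glo addition.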
# p53ts 32C kill: qHTS Screen for Compounds that Selectively Target Cancer Cells with p53 Mutations: Cytotoxicity of p53ts Cells at the Permissive Temperature. H1299-p53A138V at 32C, ATP luminescence viability, 24 h. Potency, µM (top dose mostly 46.1 µM), for the others: at the highest dose activity change, negative = cytotoxicity, hits mostly cytotoxic. hit rate 0.93% among 130,000;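 also: 0% = DMSO and -100% = full killing by reference compound; nearly all actives have a fitted effect of over 55% in size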
#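 Viability by ATPlite luminescence after 24 h compound treatment (up to 46 uM) at the permissive 32C. Cells are H1299 carrying p53 A138V. Scale runs from DMSO basal to 100 uM tamoxifen as full kill; AC50 from Hill fits.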
# p53ts 39C kill: qHTS Screen for Compounds that Selectively Target Cancer Cells with p53 Mutations: Cytotoxicity of p53ts Cells at the Nonpermissive Temperature; H1299-p53A138V viability at 39C, ATP luminescence, 24 h; Potency, µM (highest dose often 46.1 µM), inactives show top-dose activity change, negative = cell killing, most hits filed as cytotoxic; hit rate 1.5% among 130,000; also: nearly all actives have a fitted effect of over 55% in size
# An asterisk follows results filed as active; ? = inconclusive; nt = no result given; [ ] = dose if it differs, or a comment. Unless noted, calls follow the shape of the dose curve; as a rule, active = well fitted curve in the direction sought with a large enough effect; inconclusive = small, poorly fitted or top-dose-only effect, or another doubt; inactive = no such curve, though single readings can be large; an effect the other way counts as inactive or inconclusive. Unless noted, % is scaled to controls: 0 for no effect and ±100 for the full control effect; potency is read from the fitted curve at half-maximal effect.
(1) CC1CCCN(C(=O)c2ccc3c(c2)C(=O)N(CCC2=CCCCC2)C3=O)C1 (stereo not drawn)
(2) COc1cccc(S(=O)(=O)Nc2ccc(C(=O)N3CCOCC3)cc2)c1
(3) COCCn1c(=O)c(-c2cccc(C#N)c2)nc2cnc(Oc3ccc(OC)cc3)nc21
(4) CCn1ccc2cc(S(=O)(=O)N3CCCN(C(=O)Nc4ccc(C)cc4)CC3)ccc21
(5) Cc1nnc(NC(=O)c2cc3n(n2)C(C(F)(F)F)CC(C2CC2)N3)s1 (stereo not drawn)
(6) O=C(CN1C(=O)CCc2cc(S(=O)(=O)N3CCOCC3)ccc21)Nc1cccc(Cl)c1
(7) COC(=O)c1ccc2c(c1)NC(=O)C(N1CCOCC1)S2 (stereo not drawn)
(8) O=C(CSc1nnc(-c2ccco2)o1)N1c2ccccc2CCc2ccccc21

screen / no. | 1 | 2 | 3 | 4 | 5 | 6 | 7 | 8
Peg3 imprint | -14% | -15% | -16% | -6%[10.9 µM] | -2% | -3%[10.9 µM] | -13% | 3%
IkB signaling | ? | -1.5% | 10%[11.4 µM] | -0.8% | -0.1% | ? | -3.6% | ?
p53ts 32C kill | 14% | 4% | 0% | -13% | 0% | 13% | 1% | 3%
p53ts 39C kill | -2% | 13% | -11% | 0% | 4% | 3% | -1% | 7%

(9) CCN1CCN(CCCNC(=O)Cn2nc(C)n3c(cc4cc(C)ccc43)c2=O)CC1
(10) C=CCOc1ccc(NC(=O)C2CC(=O)N(C(C)C)C2)cc1 (stereo not drawn)
(11) CC1=C(C(=O)Nc2ccc(F)cc2)C(c2ccncc2)C2=C(CCCC2=O)N1 (stereo not drawn)
(12) CCc1ccc(N2CCn3c2nc2c3c(=O)n(C/C=C/c3ccccc3)c(=O)n2C)cc1
(13) COC(=O)C1=C(C)NC(=O)C1(NC(=O)c1cc(OC)c(OC)c(OC)c1)C(F)(F)F (stereo not drawn)
(14) CCOC(=O)CN(C(=O)CSc1nnc(CNc2ccc(C)cc2C)n1CC)c1ccccc1
(15) COc1ccc(C(=O)n2nc(-c3ccc(Cl)cc3)nc2NCc2ccco2)cc1
(16) O=C1NCC(O)=C1C=NC12CC3CC(CC(C3)C1)C2

screen / no. | 9 | 10 | 11 | 12 | 13 | 14 | 15 | 16
Peg3 imprint | -7%[10.9 µM] | -8% | -5% | -19%[10.9 µM] | 5%[10.9 µM] | -12% | -13%[10.9 µM] | 11%
IkB signaling | 0.6% | -1.2% | 3.3% | -0.7% | 0.7% | 0.1% | 2.1% | 0.4%
p53ts 32C kill | -10% | 4% | -1% | 0% | -9% | 7% | -8% | -10%
p53ts 39C kill | -5% | -3% | -7% | 2% | 18% | 0% | -4% | -19%

(17) O=c1cc(CO)occ1O
(18) COC(=O)c1c(NC(=O)COc2ccc(Cl)cc2C)sc2c1CCCCC2
(19) O=C(Nc1c(C(=O)c2ccc(F)cc2)oc2ccccc12)c1cc(-c2ccccc2)on1
(20) Cc1cccc(NC(=O)C2c3ccccc3C(=O)N3CCc4ccccc4C23)n1 (stereo not drawn)
(21) Cc1cc(=O)c2ccccc2s1
(22) CCOc1ccccc1NC(=O)c1c(NCc2sccc2C)sc2c1CCCCC2
(23) O=C(CSc1ncc(-c2ccc(F)cc2)[nH]1)NCc1ccco1
(24) O=C(NCCS(=O)(=O)N1CCN(c2cccc(Cl)c2)CC1)C(c1ccccc1)c1ccccc1

screen / no. | 17 | 18 | 19 | 20 | 21 | 22 | 23 | 24
Peg3 imprint | -10% | -16%[10.9 µM] | -9%[10.9 µM] | 6% | -7% | -11%[10.9 µM] | -14% | -14%[10.9 µM]
IkB signaling | -0.5%[11.4 µM] | 9.3% | -0.5% | 0.6% | -2.0% | 5.6% | -0.5% | 0.3%
p53ts 32C kill | -3% | 7% | -9% | -21% | 6% | -9% | -7% | -14%
p53ts 39C kill | -6% | 5% | -8% | -4% | 9% | -17% | -3% | -26%

(25) CCc1nnc(NC(=O)C2CCCN2S(=O)(=O)c2ccc(C)cc2)s1 (stereo not drawn)
(26) Cc1cccc(NC(=O)Cc2csc(COc3cccc(C)c3)n2)c1
(27) Nn1c(Cc2ccccc2F)nnc1SCn1nnc2ccccc2c1=O
(28) O=C(Nc1ccc2oc(-c3cccnc3)nc2c1)c1cccc(Br)c1
(29) Cc1ccc(OCc2nnc(SCC(=O)Nc3cc(C)on3)n2C)cc1
(30) N[C@H](C(=O)O)c1ccc(O)c(C(=O)O)c1
(31) CCc1ccccc1NC(=O)c1sc2nc3n(c(=O)c2c1C)CCC3
(32) Cc1ccc(CNC(=O)Cn2cc(C(=O)c3ccc(F)cc3)c(=O)c3ccc(C)nc32)cc1

screen / no. | 25 | 26 | 27 | 28 | 29 | 30 | 31 | 32
Peg3 imprint | -16% | -14%[10.9 µM] | -5% | 6%[10.9 µM] | 0% | 0% | -14%[10.9 µM] | 6%[10.9 µM]
IkB signaling | -0.3% | ? | -1.9% | 1.8% | 0.2% | 0.3% | ? | -0.4%
p53ts 32C kill | 1% | -14% | 18% | -3% | -9% | 1% | 9% | -2%
p53ts 39C kill | 5% | -24% | -8% | 2% | -2% | -4% | 13% | -16%

# Ordered by length of the SMILES (highest first): some entries from above.
(32) Cc1ccc(CNC(=O)Cn2cc(C(=O)c3ccc(F)cc3)c(=O)c3ccc(C)nc32)cc1
(19) O=C(Nc1c(C(=O)c2ccc(F)cc2)oc2ccccc12)c1cc(-c2ccccc2)on1
(20) Cc1cccc(NC(=O)C2c3ccccc3C(=O)N3CCc4ccccc4C23)n1 (stereo not drawn)
(25) CCc1nnc(NC(=O)C2CCCN2S(=O)(=O)c2ccc(C)cc2)s1 (stereo not drawn)
(22) CCOc1ccccc1NC(=O)c1c(NCc2sccc2C)sc2c1CCCCC2
(28) O=C(Nc1ccc2oc(-c3cccnc3)nc2c1)c1cccc(Br)c1
(29) Cc1ccc(OCc2nnc(SCC(=O)Nc3cc(C)on3)n2C)cc1
(23) O=C(CSc1ncc(-c2ccc(F)cc2)[nH]1)NCc1ccco1
(27) Nn1c(Cc2ccccc2F)nnc1SCn1nnc2ccccc2c1=O
(30) N[C@H](C(=O)O)c1ccc(O)c(C(=O)O)c1

screen / no. | 32 | 19 | 20 | 25 | 22 | 28 | 29 | 23 | 27 | 30
Peg3 imprint | 6%[10.9 µM] | -9%[10.9 µM] | 6% | -16% | -11%[10.9 µM] | 6%[10.9 µM] | 0% | -14% | -5% | 0%
IkB signaling | -0.4% | -0.5% | 0.6% | -0.3% | 5.6% | 1.8% | 0.2% | -0.5% | -1.9% | 0.3%
p53ts 32C kill | -2% | -9% | -21% | 1% | -9% | -3% | -9% | -7% | 18% | 1%
p53ts 39C kill | -16% | -8% | -4% | 5% | -17% | 2% | -2% | -3% | -8% | -4%

(21) Cc1cc(=O)c2ccccc2s1

screen / no. | 21
Peg3 imprint | -7%
IkB signaling | -2.0%
p53ts 32C kill | 6%
p53ts 39C kill | 9%

# The listing continues.
(33) O=c1c(O)c(-c2ccc(O)c(O)c2)oc2ccccc12
(34) Cc1csc(NC(=O)CSc2nnc(C)n2Cc2ccco2)n1
(35) COc1ccc(C2C(C(=O)N3CCCCC3)CCC(=O)N2c2cc(OC)c(OC)c(OC)c2)cc1 (stereo not drawn)
(36) CC(CNC(=O)c1ccc2nc(Cc3ccccc3)oc2c1)c1ccccc1 (stereo not drawn)
(37) CN(C)c1ccc(-c2noc(C3CCN(S(=O)(=O)c4cccc(Cl)c4)CC3)n2)cc1
(38) Cc1nn(CC(=O)N2CCN(Cc3ccccc3)CC2)c(=O)c2ccccc12
(39) COc1ccc(Oc2ncc3nc(CCc4ccccc4)c(=O)n(C4CC4)c3n2)cc1
(40) Cc1cc2n(n1)C(c1ccco1)Nc1ccccc1-2 (stereo not drawn)

screen / no. | 33 | 34 | 35 | 36 | 37 | 38 | 39 | 40
Peg3 imprint | -23% | -2% | 5% | -1%[10.9 µM] | -3% | -14% | nt | 3%
IkB signaling | -1.5%[11.4 µM] | -0.7% | -0.9% | 1.7% | -0.8% | 1.7% | -0.7%[11.4 µM] | 0.5%
p53ts 32C kill | 26% | 5% | ? | -2% | 0% | -9% | 1% | 5%
p53ts 39C kill | ? | -15% | 18% | -8% | -7% | 6% | 14% | 0%

(41) COc1ccc(CCNc2nc(SCc3ccc(Cl)cc3)nc3ccccc23)cc1OC
(42) O=C(Nc1ccc(F)cc1)NC1(C(=O)NCc2ccc3c(c2)OCO3)CCCCC1
(43) CCCNC(=O)OC[C@@H]1O[C@H](CCO/N=C\C[C@H]2C=C[C@H](OC(C)=O)[C@@H](COC(C)=O)O2)C=C[C@@H]1Oc1ccc(OC)cc1
(44) O=C(CSc1ccc2nnc(-c3ccc(F)cc3)n2n1)N1CCCCC1
(45) Cc1cc(C(=O)CSc2nnc(NCc3ccccc3)s2)c(C)n1C
(46) O=C(Nc1ccccc1N1CCN(c2ccc(F)cc2)CC1)C12CC3CC(CC(C3)C1)C2
(47) Cc1ccc(S(=O)(=O)NC(C)C(=O)Nc2ccccc2C(=O)N2CCCC2)cc1 (stereo not drawn)
(48) COc1ccc(Cn2c(C3CC3)nc3ccc(NC(C)=O)cc3c2=O)cc1

screen / no. | 41 | 42 | 43 | 44 | 45 | 46 | 47 | 48
Peg3 imprint | -8%[10.9 µM] | nt | nt | 7% | -22% | nt | -11% | -68%[inhibitor]
IkB signaling | -1.1% | nt | nt | 0.3% | 0.7% | nt | 0.4% | 2.5%
p53ts 32C kill | -9% | -5% | 10%[9.22 µM] | 9% | -6% | 13% | 3% | -16%
p53ts 39C kill | ? | -3% | 2%[9.22 µM] | -6% | -28% | 12% | 5% | -5%

(49) CC(=O)Nc1nc(C(=O)Nc2c(C)n[nH]c2C)cs1
(50) COc1ccc(NC(=O)c2cc(=O)c3cc(C)cc(C)c3o2)cc1
(51) Cc1ccc(NC(=O)CSCc2cc(=O)c3ccccc3[nH]2)c(C)c1
(52) CCCCc1ccc(NC(=O)c2ccc3c(c2)CCN3S(=O)(=O)CC)cc1
(53) CC(=O)c1c(N2CCN(Cc3ccccc3)CC2)[nH]c(-c2ccccc2)nc1=S
(54) CCOC(=O)c1c(N)sc(C(=O)N2CCCCC2)c1C
(55) O=C(Cc1ccc(F)cc1)NCCc1csc2nc(-c3ccc(Cl)cc3)nn12
(56) O=C(Cn1cnc2onc(-c3ccc(F)cc3)c2c1=O)N1CCN(c2ccccc2F)CC1

screen / no. | 49 | 50 | 51 | 52 | 53 | 54 | 55 | 56
Peg3 imprint | -3% | -8%[10.9 µM] | -2%[10.9 µM] | -10%[10.9 µM] | -20% | nt | -1%[10.9 µM] | 2%[10.9 µM]
IkB signaling | -1.8% | -1.9% | ? | 1.4% | 24% | nt | ? | 3.0%
p53ts 32C kill | -6% | 17% | 8% | 7% | -25% | 5% | -5% | 2%
p53ts 39C kill | 0% | -22% | -10% | -13% | ? | -2% | -10% | -5%

(57) Cc1coc2c(C)c3oc(=O)c4c(c3cc12)CCC4
(58) Cc1ccc(NC(=O)Cc2coc3c(C)c(C)ccc23)c(C)c1
(59) COc1cccc(NC(=O)c2ccc(-c3nc(COc4ccc(C)cc4)c(C)o3)cc2)c1
(60) C#CCN(C)CC/C=C1\c2ccccc2CSc2ccccc21
(61) CC(C)CN1CCCC2(CCN(C(=O)c3cccc(F)c3)CC2)C1
(62) O=C(CCCN1C(=O)CCC1=O)Nc1ccc(Cl)c(C(F)(F)F)c1
(63) CC(C)n1cnc2cc(NCc3nc4ccccc4n3C)ccc21
(64) Cc1ccc(-n2nnnc2-c2cnoc2-c2cccc(F)c2)cc1
(65) CCOc1ccc(-n2cc(-c3ccccc3)c3c(N4CCN(c5ccccc5OC)CC4)ncnc32)cc1
(66) CC1CCN(S(=O)(=O)c2ccc3[nH]c(=O)cc(C(=O)O)c3c2)CC1

screen / no. | 57 | 58 | 59 | 60 | 61 | 62 | 63 | 64 | 65 | 66
Peg3 imprint | 3% | -7%[10.9 µM] | -11%[10.9 µM] | nt | nt | -27% | -79%[inhibitor] | nt | 15%[10.9 µM] | -5%
IkB signaling | -3.1% | 0.1% | ? | nt | 0.7%[11.4 µM] | 2.3% | -0.4% | nt | ? | -1.5%
p53ts 32C kill | 0% | -3% | -12% | 20% | -5% | -5% | ? | -21% | 13% | -2%
p53ts 39C kill | 1% | -6% | ? | 14% | 0% | -2% | ? | 1% | -9% | -4%

# Source: PubChem
